# CAL PDZ FP = untagged CAL PDZ binding inhibitors, primary screen, biochemical, fluorescence polarization, HTS. Golgi-associated PDZ and coiled-coil motif-containing protein (Homo sapiens), Q9HD26. purified CAL PDZ, TMR-peptide fluorescence polarization, 1 h. inhibition, % at 24.9 µM. 0.92% of 300,000 active. AID 602252, 2012;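 active means mean inhibition of at least 30% with at least half of replicates also reaching 30%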;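 further: 0% = DMSO neutral control and 100% = excess unlabeled competitor peptide PRC23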
# V-ATPase pHluor = regulators of yeast V-ATPase proton pumping, primary screen, pHLuorin cytosolic pH fluorescence; S. cerevisiae; response, % at 10 µM; 0.37% of 350,000 active; AID 504577, 2011; in the data active means response mostly above about 7.3%, no sharp cut-off; inactive means mostly below about 5.4%; further: actives read high; inactives centre near 0; some compounds called inactive have numbers as strong as hits; reference of the scale not given here
# HTR5A inv ctr = HTR5A inverse agonists in luminescence cell assay, primary screen, counter-screen for OPRM1-OPRD1 heterodimer inverse agonist project, full-deck HTS; 5-hydroxytryptamine receptor 5A (Homo sapiens), P47898; HTR5A cell line, inverse agonism; inhibition, % at 9.3 µM; 0.083% of 340,000 active; AID 504634, 2011; in the data active means inhibition mostly above about 23%, no sharp cut-off; inactive means mostly below about 18%;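 further: 0% = cells with DMSO and 100% = no-cell wells with DMSO; some compounds called inactive have numbers as strong as hits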
# Target sequence (P47898 whole entry, looked up): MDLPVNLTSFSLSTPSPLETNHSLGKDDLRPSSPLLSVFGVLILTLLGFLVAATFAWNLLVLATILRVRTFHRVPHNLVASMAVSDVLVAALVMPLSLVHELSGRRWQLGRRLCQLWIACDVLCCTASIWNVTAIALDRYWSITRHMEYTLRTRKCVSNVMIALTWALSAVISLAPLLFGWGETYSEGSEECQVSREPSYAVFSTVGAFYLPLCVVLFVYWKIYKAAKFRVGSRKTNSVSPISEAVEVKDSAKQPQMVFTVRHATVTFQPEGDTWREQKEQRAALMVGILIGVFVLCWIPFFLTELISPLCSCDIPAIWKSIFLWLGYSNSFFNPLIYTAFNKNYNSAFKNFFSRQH
# Cardiac RTF inh = cardiac RTF calcium sensitivity inhibitors, primary screen, biochemical, IANBD-TnC fluorescence, EC70 calcium | Troponin I, cardiac muscle (Homo sapiens) + Troponin T, cardiac muscle (Homo sapiens) + … | IANBD-labeled cardiac RTF, Ca2+ fluorescence | inhibition, % at 7.15 µM | 0.12% of 340,000 active | AID 493244, 2011;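 active means inhibition above the mean inhibition of all tested compounds plus 3 SD, cut at about 17% in these data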;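 further: assay run at fixed EC70 calcium of 1.6 mM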
# OPRM1-OPRD1 ag = agonists of OPRM1-OPRD1 heterodimerization, primary screen, cell-based, luminescence; Mu-type opioid receptor (Homo sapiens) + Delta-type opioid receptor (Homo sapiens), …; cells; activation, % at 9.3 µM; 0.3% of 340,000 active; in the data active means activation above about 18%;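 further: 0% = vehicle-treated cells and 100% = reference agonist; values of inactives mirror those of a sister screen read the other way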
# OPRM1-OPRD1 inv = inverse agonists of MOR-DOR heterodimerization, primary screen, cell-based, luminescence; 0.21% of 340,000 active; Mu-type opioid receptor (Homo sapiens) + Delta-type opioid receptor (Homo sapiens), …; cell-based MOR-DOR heterodimer luminescence, inverse agonism; inhibition, % at 9.3 µM; in the data active means inhibition above about 22%, passing the limit was not always enough;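 further: 0% = cells with DMSO and 100% = wells without cells with DMSO; values of inactives mirror those of a sister screen read the other way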
# Keap1-Nrf2 PPI = Keap1-Nrf2 protein-protein interaction inhibitors, primary screen, biochemical, fluorescence polarization, single point | Kelch-like ECH-associated protein 1 (Homo sapiens), Q14145 | inhibition, % at 9.4 µM | 0.15% of 340,000 active | Keap1 Kelch-Nrf2 peptide fluorescence polarization, 1536-well; in the data active means inhibition above about 12%;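 further: human Keap1 Kelch domain with fluorescein labeled Nrf2 9mer peptide probe; 0% = neutral control wells and 100% = peptide positive control; higher means more block of Keap1 binding to Nrf2 peptide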
# Target sequence (Q14145 whole entry, looked up, the tested form may be a part): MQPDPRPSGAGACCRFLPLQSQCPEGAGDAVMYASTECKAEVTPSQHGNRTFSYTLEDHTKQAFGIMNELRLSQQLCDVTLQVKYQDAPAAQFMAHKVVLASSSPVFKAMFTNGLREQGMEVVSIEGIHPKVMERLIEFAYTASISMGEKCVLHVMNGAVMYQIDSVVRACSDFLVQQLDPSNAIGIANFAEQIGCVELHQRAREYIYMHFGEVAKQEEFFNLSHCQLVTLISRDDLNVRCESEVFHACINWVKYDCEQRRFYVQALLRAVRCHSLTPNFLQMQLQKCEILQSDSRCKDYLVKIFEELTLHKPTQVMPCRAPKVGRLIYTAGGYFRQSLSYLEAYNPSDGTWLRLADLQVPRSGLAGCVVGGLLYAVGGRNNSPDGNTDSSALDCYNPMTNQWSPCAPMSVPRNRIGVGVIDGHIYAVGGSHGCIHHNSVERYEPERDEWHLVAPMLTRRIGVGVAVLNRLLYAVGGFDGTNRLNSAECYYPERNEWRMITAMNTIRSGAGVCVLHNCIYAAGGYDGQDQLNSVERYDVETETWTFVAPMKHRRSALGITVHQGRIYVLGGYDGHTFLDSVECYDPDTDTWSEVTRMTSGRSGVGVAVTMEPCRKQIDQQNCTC
# HTR5A ag = HTR5A agonists in luminescence cell assay, primary screen, counter-screen for OPRM1-OPRD1 heterodimer agonist project, full-deck HTS | 5-hydroxytryptamine receptor 5A (Homo sapiens), P47898 | cell-based | activation, % at 9.3 µM | 0.61% of 340,000 active; in the data active means activation mostly above about 9.5%, no sharp cut-off; inactive means mostly below about 7.6%;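 further: 0% = cells with vehicle only and 100% = reference agonist; strong numbers were not always called active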
# C-LANA FP = inhibitors of KSHV C-LANA binding to DNA, primary screen, biochemical, fluorescence polarization, FAM-LBS DNA, MBP-C-LANA, single point. inhibition, % at 9 µM. 0.078% of 340,000 active;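 active means highest replicate inhibition at or above 60% at 9 µM, even if other replicates fall short; inactive means all replicates below 60% inhibition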;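 further: 0% = neutral control wells and 100% = 4 µM acridine orange control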
# cardiac RTF act = cardiac RTF calcium sensitivity activators, primary screen, biochemical, IANBD-TnC fluorescence, EC20 calcium | IANBD-labeled TnC RTF fluorescence at EC20 calcium; 0% EC20 calcium, 100% full calcium | activation, % at 7.2 µM | 0.24% of 340,000 active | AID 493008, 2010;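 active means activation above the mean over all tested compounds plus 3 SD, cut at about 30% in these data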;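 further: rise in fluorescence read as greater calcium sensitivity of cardiac thin filaments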
# Numbers without * were called inactive; / = no result given.
# Preview, 2 compounds:
SMILES,CAL PDZ FP,V-ATPase pHluor,HTR5A inv ctr,Cardiac RTF inh,OPRM1-OPRD1 ag,OPRM1-OPRD1 inv,Keap1-Nrf2 PPI,HTR5A ag,C-LANA FP,cardiac RTF act
O=C1Nc2ccccc2O/C1=C\c1c(F)cccc1Cl,-3,-2,4,3,1.5,-9,1,-1,1.2,5
O=C(NCCCN1CCCCC1)C1CCC(=O)N1CCc1ccccc1 (configuration not stated),-1,-1,-2,-8,-3.5,17,0,1,-1.9,3

# The list itself, from the start:
SMILES,CAL PDZ FP,V-ATPase pHluor,HTR5A inv ctr,Cardiac RTF inh,OPRM1-OPRD1 ag,OPRM1-OPRD1 inv,Keap1-Nrf2 PPI,HTR5A ag,C-LANA FP,cardiac RTF act
O=C1Nc2ccccc2O/C1=C\c1c(F)cccc1Cl,-3,-2,4,3,1.5,-9,1,-1,1.2,5
O=C(NCCCN1CCCCC1)C1CCC(=O)N1CCc1ccccc1 (configuration not stated),-1,-1,-2,-8,-3.5,17,0,1,-1.9,3
COc1cc(NS(=O)(=O)c2ccc(NC(=S)NC(=O)c3ccc(Br)cc3)cc2)ncn1,-5,-3,-6,-7,-1.7,8,-3,2,0.7,-1
CC(C)(C)CN1C(N)=NC[C@@H]1c1ccccc1,-4,-5,25,-4,-0.2,1,-9,-9,-0.2,-4
Cc1cccc(Cl)c1OCCCCn1ccnc1,/,0,-4,-6,-1.0,5,-2,-1,1.0,-4
COc1ccc(S(=O)(=O)N2CCCCCC2)cc1N(C)S(=O)(=O)c1ccccc1,-6,-6,8,-4,-1.8,11,1,-3,0.0,-5
COC(=O)c1cc(S(=O)(=O)N2CCN(c3ccc(C(C)=O)cc3)CC2)cn1C,-4,-5,10,-5,-0.5,3,-3,1,0.5,-2
Cc1ccc(OCC(=O)Nc2cc(NC(=O)COc3ccc(C)c(C)c3)cc(C(=O)O)c2)cc1C,-10,4,8,4,-2.4,12,-4,-2,-0.3,3
CN1CCN(CCCNC(=O)c2ccc(/C=C3\Oc4ccccc4N(Cc4ccccc4F)C3=O)cc2)CC1,-8,-3,-16,-7,-1.1,5,-3,4,-2.2,-1
CSc1ccccc1NC(=O)CSCc1ccc(Br)cc1,/,-2,15,-7,3.4,-18,6,2,0.5,4

# Profiles from above:
# `O=C(NCCCN1CCCCC1)C1CCC(=O)N1CCc1ccccc1` (configuration not stated) as listed: CAL PDZ FP: -1; V-ATPase pHluor: -1; HTR5A inv ctr: -2; Cardiac RTF inh: -8; OPRM1-OPRD1 ag: -3.5; OPRM1-OPRD1 inv: 17; Keap1-Nrf2 PPI: 0; HTR5A ag: 1; C-LANA FP: -1.9; cardiac RTF act: 3
# `CN1CCN(CCCNC(=O)c2ccc(/C=C3\Oc4ccccc4N(Cc4ccccc4F)C3=O)cc2)CC1` as listed: CAL PDZ FP: -8; V-ATPase pHluor: -3; HTR5A inv ctr: -16; Cardiac RTF inh: -7; OPRM1-OPRD1 ag: -1.1; OPRM1-OPRD1 inv: 5; Keap1-Nrf2 PPI: -3; HTR5A ag: 4; C-LANA FP: -2.2; cardiac RTF act: -1
# `COc1ccc(S(=O)(=O)N2CCCCCC2)cc1N(C)S(=O)(=O)c1ccccc1` as listed: CAL PDZ FP: -6; V-ATPase pHluor: -6; HTR5A inv ctr: 8; Cardiac RTF inh: -4; OPRM1-OPRD1 ag: -1.8; OPRM1-OPRD1 inv: 11; Keap1-Nrf2 PPI: 1; HTR5A ag: -3; C-LANA FP: 0.0; cardiac RTF act: -5

# Next part.
SMILES,CAL PDZ FP,V-ATPase pHluor,HTR5A inv ctr,Cardiac RTF inh,OPRM1-OPRD1 ag,OPRM1-OPRD1 inv,Keap1-Nrf2 PPI,HTR5A ag,C-LANA FP,cardiac RTF act
Cc1cc(Cl)ccc1NC(=O)Cn1cncn1,-3,3,4,-3,-2.0,11,3,-1,-1.6,4
Cc1cc(=O)n2nc(N3CCC(C(=O)NCc4ccccc4F)CC3)sc2n1,-2,-2,17,-2,-3.5,18,0,-2,-1.1,-4
Cc1cn(-c2cc(NC(=O)c3ccc(C)c(NC(=O)c4cccc(-c5cn[nH]c(=O)c5)c4)c3)cc(C(F)(F)F)c2)cn1,3,4,2,-18,-2.7,15,2,2,-0.9,-2
COC(=O)c1ccc2c(=O)n(CCN3CCOCC3)c(=S)[nH]c2c1,-1,-3,23,2,-1.7,10,-7,6,-0.2,-1
CC(C)(CO)CNC1CCCN(C2Cc3ccccc3C2)C1 (configuration not stated),-6,-2,10,1,-2.8,14,-1,-3,-0.7,-1
CCCCn1c(SCC(=O)NCc2ccco2)nc2ccccc2c1=O,1,1,-11,3,-1.6,9,-2,0,0.9,2
CCCCn1c(=O)cc(O)c2ccccc21,2,0,-1,-6,0.0,0,-6,0,-0.7,-3
COc1ccccc1C(=O)C1CCCN(C(=O)c2cc(CC(C)C)nc(C)n2)C1 (configuration not stated),-1,0,9,-9,-2.1,11,-6,-4,-0.3,-2
CCNC(=O)NC(=O)C(C)On1nnc2ccc(S(=O)(=O)N(CC)CC)cc21 (configuration not stated),-2,1,-1,-4,-1.3,7,5,0,0.3,4
COc1ccc(CCNC(=S)Nc2ccc(C)cc2C)cc1,-5,6,7,-9,0.6,-3,-2,-3,-0.7,2
CCOc1ccccc1C(c1c(C)n(C)n(-c2ccccc2)c1=O)c1c(C)n(C)n(-c2ccccc2)c1=O,3,-3,-7,1,-2.1,10,1,2,-2.0,1
COc1ccc(N=C2NC(=O)/C(=C\C=C\c3ccco3)S2)cc1,-4,0,12,0,-0.4,2,2,6,0.6,-11
O=C(OCC1COc2ccccc2O1)c1c(F)cccc1F (configuration not stated),0,1,18,1,5.1,-30,0,0,1.7,-2
Cc1nc(Nc2ccc(Br)cc2Br)c([N+](=O)[O-])c(=O)[nH]1,-2,1,-14,-8,-1.4,8,-1,0,3.0,9
CC1CCCN(C(=O)COC(=O)c2cc(Br)ccc2O)C1 (configuration not stated),/,-1,7,-3,-2.2,10,-5,-3,2.8,-2
COc1ccc(C(CNC(=O)COc2ccc(Br)cc2F)N2CCCC2)cc1 (configuration not stated),10,-1,-7,-6,-1.1,5,-6,3,13,1
CC(C)Oc1ccc2c(c1)OC(c1ccccc1)(C(F)(F)F)NC2=O (configuration not stated),-4,6,-21,-10,5.1,-27,-1,4,1.1,-1
O=C(COC(=O)c1ccccc1O)NC(c1ccccc1)c1ccccc1,-6,-2,-11,0,0.6,-3,0,3,0.1,2
COc1ccc(CCNS(=O)(=O)c2ccc(-c3ccc(=O)[nH]n3)o2)cc1OC,-1,1,-6,-9,-2.5,13,3,2,0.2,-3
O=C(COc1ccc([N+](=O)[O-])cc1)NCc1ccncc1,7,-1,/,/,/,/,-2,/,-0.4,/
CCCOc1ccc(NC(=O)CC2C(=O)N(c3ccc(OCC)cc3)C(=S)N2C2CC2)cc1 (configuration not stated),-1,2,-6,0,-0.3,2,-3,2,-0.4,2
CN(C)CCCNC(=O)c1ccc(-c2nc(-c3ccc(Cl)cc3)cs2)cc1,-10,-3,-7,-4,5.4,-24,0,3,-4.2,0
CC(C)N(Cc1cnn(C)c1)Cc1nc(Cc2ccccc2Cl)no1,0,5,-11,-3,-1.6,8,-1,1,2.9,-1
O=C1c2ccccc2C(=O)N1Cc1cc(-c2ccccc2)no1,2,-3,-3,-3,-0.5,3,3,6,-2.3,2
O=C(Nc1cccc2ccccc12)OC1C=CS(=O)(=O)C1 (configuration not stated),1,-2,-8,-9,-0.8,5,-4,5,-0.8,4
O=C1NC(=S)SC1=Cc1ccccc1Br,-5,4,-15,-3,-1.2,5,0,4,0.8,-4
CC(=O)CSc1ccc(S(=O)(=O)N2CCN(C)CC2)cn1,1,4,-4,-10,-4.0,15,-5,1,-1.8,7
O=C(Nc1ccc(Cl)cc1)C(c1ccccc1)N1CCOCC1 (configuration not stated),3,2,-31,-5,-0.5,3,3,-1,-0.5,-1
COc1ccc(CN2CCN(C(=O)C3CC(=O)N(C4CCCCCC4)C3)CC2)c(OC)c1OC (configuration not stated),-2,-5,0,-7,-1.3,7,-4,0,0.2,-3
COc1ccc(C(=O)NC2CCN(C(=S)NCc3ccco3)CC2)cc1,-1,-4,24,-4,-2.3,13,-2,2,0.0,3
Cc1ccc(C(=O)NCC(=O)NCc2ccccc2F)s1,/,1,0,2,-1.5,6,-1,-2,-0.3,-1
C[N+]1(CC(=O)OCCCc2ccccc2)CCCC1,-1,-1,10,1,-2.1,14,1,-4,-1.1,-9
CCOC(=O)N1CCN(C(=O)c2cc3sccc3n2C)CC1,/,1,-27,-6,-1.3,7,-3,0,0.1,3
Cc1ccc(CNC(=O)CSc2ncc(C(=O)Nc3ccccc3)c(=O)n2C)cc1,-5,2,17,-19,-1.0,7,0,1,-0.9,2
O=c1c2ccccc2nnn1CSc1nnc(-c2ccc3c(c2)OCO3)o1,/,-2,1,-9,-2.2,9,2,1,-0.1,1
Cc1cccc([C@H](NC(=O)OC(C)(C)C)C(=O)OC(C)(C)C)c1,-1,-1,2,2,1.6,-9,2,0,-0.7,0
CN1CCC(NC(=O)c2cccc(Oc3ccccc3)c2)CC1,/,0,-23,-6,-1.9,13,2,5,0.6,-7
COc1cc(C(=O)N/N=C/c2cn(Cc3cccc(F)c3)c3ccccc23)ccc1O,-2,-2,-14,-3,-2.2,12,-5,2,-0.7,2
Cc1ccc(S(=O)(=O)N/N=C/c2ccc(C(=O)O)cc2)cc1,1,-3,-27,0,-3.9,23,-3,0,-0.9,1
COC(=O)C1=C(C)NC(=O)CC1c1cc(Br)ccc1F (configuration not stated),2,-2,-3,0,-0.4,2,-2,3,1.0,10
CCOc1ccc(NC(=O)c2cccnc2C(=O)O)cc1,-3,-3,-14,-5,-2.8,14,-1,3,0.6,-6
O=C(N/N=C/C=C/c1ccco1)c1ccncc1,/,-1,-2,-7,-0.2,1,-9,4,2.9,4
Cc1cccc(NC(=O)Nc2ccc(F)cc2)n1,0,-2,-8,-7,2.0,-9,-4,2,2.2,-3
COc1ccc(C(=O)COc2ccc(F)cc2)c(O)c1C,3,3,-3,-6,5.5,-28,-5,1,1.5,6
Cc1ccc(NC(=O)COC(=O)c2c[nH]c3ccccc23)cc1C,-5,-9,-9,-9,2.1,-8,-2,0,0.9,0
O=C(/C=C/c1ccc(Cl)cc1Cl)N1CCN(c2ccccc2[N+](=O)[O-])CC1,-4,-4,2,11,-1.3,7,4,-1,-1.5,-1

# Bioassay records deposited in PubChem BioAssay by several laboratories.
